Screening results from PubChem.
PAX8 inh HTS – lowers PAX8-driven luciferase in RMG-I cells; RMG-I TPO-luciferase reporter, SteadyGlo, 24 h; inhibition, % at 12.6 µM; 360,000 tested, 1.2% active; AID 652154;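 active = mean replicate inhibition at least 60% with every replicate also reaching 60%; inconclusive = only one of the two criteria is met; inactive = mean below 60% and not all replicates reaching 60%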;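 also: luciferase light reporting Pax8 driven TPO promoter activity; plate controls were median of neutral control wells for no effect and mitoxantrone controls for full effect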
INS-1E GSIS act – GLuc luminescence reporter in INS-1E cells, primary screen for activators of glucose-dependent secretion of insulin. INS-1E GLuc reporter insulin secretion, 2-3 h. activation, % at 16.6 µM. 370,000 tested, 0.61% active. AID 743287;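 active = lowest replicate activation of at least 40%, so every replicate reaches that level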;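 also: 0% = median of neutral control wells and 100% = median of IBMX positive control wells; some compounds called inactive have numbers as strong as hits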
F508del corr – CFTR F508del correction in bronchial cells | activity (quench increase), % at 7.58 µM | AID 720511 | CFBE cells, YFP halide quenching; stimulated with forskolin plus potentiator P3; % fluorescence drop versus neutral controls | 350,000 tested, 0.36% active;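 active = mean added fluorescence quench of at least 8% versus neutral control, with both replicates also reaching 8%; inconclusive = only one of the mean or replicate conditions met; inactive = mean below 8% and not both replicates reaching 8%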;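 also: cells transiently co-express mutant CFTR-F508del with the halide-sensitive YFP; corrector assay measuring rescue of mutant channel to the surface after 24 h compound exposure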
FN deposit inh – fibronectin deposition inhibition. AH1F fibroblasts, Alexa488-fibronectin deposition fluorescence, overnight. inhibition, % at 12.6 µM. 350,000 tested, 0.086% active. AID 743247;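 active = mean inhibition across replicates of 30% or more, regardless of how many single replicates reach that level; inconclusive = mean under 30% yet at least half of replicates reach 30%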;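 also: positive control wells lacked labelled fibronectin entirely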
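Material: AH1F fibroblast monolayer depositing Alexa488-labelled fibronectin into matrix / Amount: 10000 AH1F cells per well / Signal: fluorescence 485/525 nm / Medium: DMEM, 2% serum / Compound: single dose, pinned / Incubation: 1 h cell adhesion before compound, then overnight fibronectin incubation / Reagent: Alexa488-FN, 24 nM final / Read-out: inhibition of fibronectin deposition signal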
EWS-Fli inh – EWS/Fli transcriptional activity inhibition; A673 NR0B1-luciferase reporter, viability-normalised; inhibition, % at 12.6 µM; 350,000 tested, 0.67% active;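 active = mean inhibition of at least 50% after viability correction, with every replicate also passing that limit; inconclusive = mean reaches 50% but only one of two replicates passes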;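 also: firefly luciferase signal divided by Alamar Blue viability fluorescence both relative to DMSO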
miR-122 sensor – blocks miR-122 activity in Huh7 sensor cells. 340,000 tested, 0.3% active. Huh7 miR-122 Renilla luciferase sensor, 48 h; neutral wells = 0, positive control = 100. activation (reporter increase), % at 12.5 µM;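 active = mean replicate activation score at least 90 and every replicate individually at or above 90; inconclusive = only one of the two criteria met; inactive = neither criterion met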;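 also: higher luciferase means less miR-122 activity so hits act as miR-122 inhibitors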
DENV2 CPE rescue – DENV2-induced cell death inhibition; CPE inhibition, % at 9.99 µM; AID 651640; DENV2-infected cells, cytopathic effect rescue, plate reader; 350,000 tested, 1.7% active; in the data active = CPE inhibition above about 20%, passing the limit was not always enough; inconclusive = no clear call, values can overlap the other calls; tested in BHK-21 cells;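 also: 0% = median of neutral control wells and 100% = median of positive control wells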
* = called active by the depositor; ? = inconclusive; · = not tested or not shown; & = joins results of further samples; [ ] = remark or other dose. Compounds as they come; overall some 3.9% were active at least once.

Molecule | PAX8 inh HTS | INS-1E GSIS act | F508del corr | FN deposit inh | EWS-Fli inh | miR-122 sensor | DENV2 CPE rescue
CNc1nc(OCC(F)(F)F)nc(OCC(F)(F)F)n1 | -7 | 23 | 1.0 | 13 | 6 | -7 | 0
C[C@H]1CCCCO[C@H](CN(C)CC2CC2)[C@@H](C)CN([C@@H](C)CO)C(=O)c2cc(NC(=O)c3ccccc3)ccc2O1 | -1 | -13 | 1.2 | -1 | · | -1[16.7 µM] | -2
CN(C)CC(=O)N1[C@@H]2c3ccc(-c4cccnc4)c(=O)n3C[C@H]1[C@H](CO)[C@H]2C(=O)NC1CCCC1 | -2 | 6 | -3.1 | · | -4 | · | 3
CN1C(=O)c2cc(NC(=O)Nc3ccc(Cl)cc3)ccc2OC[C@H]2O[C@H](CC(=O)NCCN3CCCCC3)CC[C@H]21 | -5 | 6 | 4.2 | -21 | -8 | -38[16.7 µM] | -3
CN1CCN(C(=O)C[C@@H]2C[C@H]3c4cc(NC(=O)C5CCC5)ccc4O[C@H]3[C@H](CO)O2)CC1 | -13 | 21 | -1.1 | · | -3 | 2[16.7 µM] | 1
O=C(C1=C[C@@H](c2ccc(Br)cc2)C[C@@H](OCCCCO)O1)N1CCN(Cc2ccccc2)CC1 | -4&38 | -8 | 7.1&2.1 | -5 | 2&-5 | 6 | 6&16
Cn1c(Cc2cccs2)nnc1SCC(=O)Nc1ccccc1F | -13 | 18 | -3.4 | 2 | -3 | · | -5
N#C/C(=C\c1ccc(O)cc1)C(=O)N1CCCC1 | 12 | 23 | 5.0 | 7 | -5 | -3 | ·
O=C(COC(=O)C12CC3CC(CC(C3)C1)C2)Nc1nc2c(F)c(F)c(F)cc2s1 | 8 | · | · | 8 | 1 | -3 | -4
COc1ccc(S(=O)(=O)Nc2ccc3c(c2)C(=O)N([C@H](C)CO)C[C@H](C)[C@H](CN(C)C(=O)NC(C)C)OCCCC[C@@H](C)O3)cc1 | -1 | -1 | -1.4 | · | -6 | -4[16.7 µM] | -8
COC(=O)CCC(=O)Nc1ccc(S(=O)(=O)Nc2nc(C)cc(C)n2)cc1 | 13 | 2 | -0.9 | 1 | 0 | 0 | -6
C/C(=C\c1ccccc1)CN1CCN(c2ccccc2)CC1 | · | -21 | · | 3 | · | 2 | ·
Cn1c(SCC(=O)Nc2cccc(F)c2)nc2c([nH]c3ccccc32)c1=O | -14 | -20 | 0.9 | 8 | 25 | · | 5
Cc1ccc(C(=O)Nc2cccc(C(=O)N/N=C/c3ccc(F)cc3)c2)cc1 | -31 | 101* | 1.1 | -4 | -12 | · | 13
COCc1cc(C)nc2sc(C(=O)NCCO)c(-n3cccc3)c12 | -10 | -1 | -2.9 | · | 61* | · | -3
O=C(NCCN1C(=O)S/C(=C/c2cccnc2)C1=O)c1ccc(S(=O)(=O)N2CCCC2)cc1 | 17 | -12 | 1.5 | 0 | -6 | · | 3
CCCn1c(SCC(=O)c2c(N)n(C3CC3)c(=O)[nH]c2=O)nnc1-c1ccncc1 | 1 | 14 | -1.8 | 7 | 2 | -5 | 4
COc1ccc2c(c1)c(=O)c(C(=O)c1ccccc1)cn2Cc1ccc(C)cc1 | 1 | · | -0.6 | 2 | 25 | -1 | -8
COC(CNC(=O)c1ccc2c(c1)ncn2-c1ccc(F)c(F)c1)OC | 8 | 3 | · | -5 | -23 | · | -5
COc1cc(NC(=O)CC[C@H]2O[C@@H](n3cnc4c(NC(=O)c5ccccc5)ncnc43)[C@H](O)[C@@H]2O)cc(OC)c1OC | 0 | 5 | -1.6 | -6 | 4 | -1 | 9
COc1ccc2c3c(n(C)c2c1)[C@H](CO)N(CC1CC1)CC31CN(C(=O)Nc2ccccc2)C1 | 7 | -14 | -3.1 | · | -6 | · | 23*
C=CCn1c(NCCO)nc2sc3c(c2c1=O)CCC3 | -8 | -4 | 1.0 | 37* | 17 | 8 | 0
COCCN=C1Sc2nc3c(C)cccc3cc2CN1Cc1ccco1 | -4 | · | · | -3 | · | 2 | ·
CC(C)C(=O)N1CCN(c2ccc(NC(=O)c3ccc([N+](=O)[O-])o3)cc2Cl)CC1 | 88* | 4 | -3.9 | 37* | 61* | · | -3
Cc1ccc(C(=O)Nc2cccc(C(O)c3ccccc3)c2)cc1 (stereo not drawn) | 6 | -5 | 1.0 | -1 | -12 | · | 1
COc1ccc(Cl)cc1NC(=O)CN1CCC(n2nnc3cc(F)ccc32)CC1 | 19 | · | · | -2 | · | -9 | ·
COc1ccc2c3c([nH]c2c1)[C@H](CO)N(C(=O)c1cnccn1)CC31CN(S(=O)(=O)c2ccccc2)C1 | 1 | 16 | -0.7 | -2 | 1 | · | 4
O=C(N[C@@H]1CC[C@H](CCNS(=O)(=O)c2ccc(Cl)cc2)O[C@@H]1CO)c1cccnc1 | 7 | 8 | 1.0 | · | 2 | · | -6
C[C@@H](NC(=O)c1[nH]cnc1C(=O)Nc1ccon1)c1ccccc1 | 5 | 21 | 2.1 | 9 | 8 | -2 | 14
Cc1noc(C)c1COc1cccc(C(=O)Nc2ccc(C#N)cc2)c1 | -6 | · | · | -1 | · | -2 | ·
CCCCCCN1C[C@@H](O)[C@H](n2cc(COC(=O)c3ccccc3)nn2)C[C@@H]1c1ccccc1 | 11 | 4 | -5.4 | 6 | -12 | -2 | -9
COc1ccc(C(=O)OCC(=O)NC2CCCC2)c(OC)c1OC | -2 | -3 | 2.5 | 0 | -2 | · | 5
COc1ccc(-c2noc(-c3cccnc3)n2)cc1OC | -179 | 24 | · | -30 | -54 | · | 6
N#CC1=C(N)C(C#N)(C#N)[C@H](c2c(F)cccc2F)[C@H]2CC3(CC=C12)OCCO3 | · | -25 | -1.0 | · | 4 | -6 | 0
CCOC(=O)N1CCN(C(=O)CNC(=O)c2ccc(Br)cc2)CC1 | · | 7 | -0.7 | 2 | · | 1 | 5
CC(C)n1nnnc1SCC(=O)NCc1ccc2c(c1)OCO2 | 4 | · | · | 4 | · | 4 | ·
CC(=O)Nc1ccc(S(=O)(=O)N(CCCN2CCOCC2)Cc2cccs2)cc1 | 5 | 7 | -1.0 | -5 | -3 | · | -1
CCN1C(=O)[C@@H]2[C@@H](c3ccc(SC4CCCCC4)cc3)N3CCCC[C@@]3(C(=O)OC)[C@@H]2C1=O | 3 | · | -5.0 | 2 | 2 | 7 | 9
Cc1ccc(Cl)cc1NC1=C/C(=N\S(=O)(=O)c2cccs2)c2ccccc2C1=O | 104* | -4 | 0.4 | · | 45 | 7&8 | 2
COc1ccc(CNC(=O)CSc2nnnn2Cc2ccccc2)cc1 | 20 | · | · | 0 | · | -1 | ·
NC(=S)NN=Cc1nccc2ccccc12 | 55 | 22 | 9.7* | · | 11 | -7 | -1
O=C([C@@H]1CCCN1C(=O)c1cccs1)N1CCN(S(=O)(=O)c2cccc(F)c2)CC1 | 9 | -10 | 6.1 | 6 | 1 | 1 | 4
Cc1ccc2c(C(=O)CN3CCCCC3)c(C)[nH]c2c1 | 9 | 10 | · | 3 | 18 | -4 | -2
COc1ccccc1NC(=O)Cc1c(F)cccc1Cl | -26 | 8 | · | · | -12 | 2 | ·
CN(/N=C/C=C/c1ccccc1)C1=NS(=O)(=O)c2ccccc21 | 13 | 34 | · | 6 | -18 | · | 2

Fetched by compound from the list above:
Molecule | PAX8 inh HTS | INS-1E GSIS act | F508del corr | FN deposit inh | EWS-Fli inh | miR-122 sensor | DENV2 CPE rescue
CC(C)C(=O)N1CCN(c2ccc(NC(=O)c3ccc([N+](=O)[O-])o3)cc2Cl)CC1 | 88* | 4 | -3.9 | 37* | 61* | · | -3
COc1ccc(Cl)cc1NC(=O)CN1CCC(n2nnc3cc(F)ccc32)CC1 | 19 | · | · | -2 | · | -9 | ·

(continued)
Molecule | PAX8 inh HTS | INS-1E GSIS act | F508del corr | FN deposit inh | EWS-Fli inh | miR-122 sensor | DENV2 CPE rescue
CCn1cc(Cl)c(C(=O)Nc2nc3ccccc3n2CCN2CCCCC2)n1 | -9 | 1 | -7.1 | -14 | -6 | 5 | -8
Cc1ccc(S(=O)(=O)Nc2ccc3c(c2)C(=O)N([C@H](C)CO)C[C@@H](C)[C@@H](CN(C)Cc2ccc(-c4ccccc4)cc2)O3)cc1 | 58 | 4 | -0.9 | · | 36 | -16[16.7 µM] | -2
COCCn1c(=N)c(C(=O)NCc2ccco2)cc2c(=O)n3cc(C)ccc3nc21 | 9 | -2 | 2.0 | · | -23 | -10 | 2
O=C(CCc1nnc2n(Cc3ccccc3Cl)c(=O)c3ccccc3n12)NCCCN1CCOCC1 | -21 | 7 | 4.8 | 2 | · | -6 | 0
Fc1cccc(Nc2nc3ccccc3n3cnnc23)c1 | 17 | 7 | -0.8 | 8 | 0 | 1 | ?
O=C(C[C@@H]1CC[C@@H]2[C@H](COC[C@H](O)CN2S(=O)(=O)c2cccc(F)c2)O1)Nc1ccccc1 | · | 6 | 0.4 | 4 | · | -5[16.7 µM] | 3
CCOc1ccc2oc(C(=O)Nc3ccc(C)cn3)c(C)c2c1 | -79 | -8 | 0.5 | -4 | -97 | 1 | 10
COc1cc(OC)c(-c2nc3ccccc3s2)cc1OC | 5 | -3 | 2.8 | -6 | -21 | · | 6
CCCC(=O)N1CCC2(CC1)CN(Cc1cccnc1)[C@H](CO)c1[nH]c3cc(OC)ccc3c12 | · | 0 | 1.1 | · | -14 | · | 2
C[C@@H]1CCCCO[C@@H](CN(C)Cc2ccncc2)[C@@H](C)CN([C@@H](C)CO)C(=O)c2cc(NC(=O)CCCN(C)C)ccc2O1 | -24 | 12 | -0.1 | · | -3 | 1[16.7 µM] | -6
Cc1ccc(S(=O)(=O)N[C@@H]2CC[C@@H](CCn3cc(C4CCCC4)nn3)O[C@@H]2CO)cc1 | -2 | -6 | -2.8 | -2 | -9 | 6[16.7 µM] | -6
COCCN(C[C@H]1[C@H](c2ccccc2)[C@@H](CO)N1C(C)=O)C(=O)c1ccncc1 | 6 | 3 | -1.4 | -16 | -3 | 6[16.7 µM] | 26*
CCCC1=NN(C(=O)CCc2ccccc2O)C(O)(C(F)(F)F)C1 (stereo not drawn) | 5 | -2 | · | 1 | 3 | · | 11
COc1cc(OC)cc(C(=O)N[C@H](C(=O)NCCc2c[nH]c3ccccc23)C(C)C)c1 | 20 | -4 | 2.1 | 9 | 13 | 7 | -3
NC(=O)NC(Cc1ccccc1)C(=O)NNC(=O)COc1ccccc1Cl (stereo not drawn) | 16 | -6 | -3.5 | 1 | 5 | · | 3
COC(=O)c1ccc(C(=O)OC)c(NC(=S)N2CCN(c3cccc(Cl)c3)CC2)c1 | -4 | -1 | · | -6 | · | -3 | ·
COc1ccc(S(N)(=O)=O)cc1C(=O)OCC(=O)N1c2ccccc2NC(=O)C1(C)C | 13 | 5 | 5.8 | -6 | 3 | -4 | 9
C[C@H](CO)N1C[C@H](C)[C@@H](CN(C)C(=O)C2CCC2)Oc2ncc(-c3cccnc3)cc2C1=O | · | 2 | 0.9 | · | 6 | -1[16.7 µM] | 12
COc1ccccc1CNC(=O)C[C@H]1C[C@H]2c3cc(NC(=O)C4CCC4)ccc3O[C@H]2[C@H](CO)O1 | -19 | -6 | -4.6 | -11 | 15 | 32[16.7 µM] | ?
Nc1ccccc1SCc1c(Cl)cccc1Cl | 22 | 10 | -0.4 | 14 | 3 | · | -3
C[C@H]1CN([C@@H](C)CO)S(=O)(=O)c2ccc(-c3cccc(F)c3)cc2O[C@@H]1CN(C)C(=O)c1cccc(F)c1 | · | -16 | -0.1 | -5 | 28 | 12[16.7 µM] | ?
